TRPC4 inh – inhibitors of mouse TRPC4 channel, primary screen, Fluo4 calcium, HEK293 TRPC4beta/mu-opioid cells; Short transient receptor potential channel 4 (Mus musculus), Q9QUQ5; DAMGO-evoked Fluo4 calcium flux; active compounds read low; B-score at 10 µM; actives 0.39% (n = 300,000);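 active means B-score over 3 SD under the library average, no early fluorescence shift, positive overall ratio signal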
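test system = HEK293 cells with stable TRPC4beta plus mu-opioid receptor expression | detection = Fluo4 Ca2+ flux fluorescence | read-out = integrated fluorescence ratio relative to baseline, converted to per-well B score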
TRPC6 activator – mouse TRPC6 channel activators, primary screen, cell-based, HEK293, membrane potential dye; Short transient receptor potential channel 6 (Mus musculus), Q61143; HEK293-TRPC6 membrane potential dye fluorescence; active compounds read high; B-score at 10 µM; actives 0.13% (n = 310,000);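 active means B-score of the integrated fluorescence ratio above library mean plus 3 SD, and starting fluorescence ratio within library mean plus 5 SD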;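 further: higher score means more depolarization so channel activation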
MrgX1 agonist – agonists of human MrgX1 receptor, primary screen, HEK293 cells, Fluo-4 calcium flux; Mas-related G-protein coupled receptor member X1 (Homo sapiens), Q96LB2; Fluo-4 calcium fluorescence, agonist mode; active compounds read high; B-score at 10 µM; actives 0.44% (n = 310,000);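 active means calcium response B-score plate-corrected fluorescence ratio at least 3 library SD, with starting fluorescence B-score inside 5 SD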
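Test system: HEK293 cells stably expressing human MrgX1 receptor; amount: 15,000 cells per well; doses: compound delivered in addition one of three; times: overnight plating before 1 h dye loading; detection: Fluo-4 NW calcium-flux fluorescence, kinetic read; read-out basis: B-scored fluorescence response ratio; controls: positive and negative controls per plate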
SKKanGAS inh – S. pyogenes SKKanGAS growth inhibitors in kanamycin, primary screen, streptokinase expression inhibitor project, SKKanGAS strain, BacTiter-Glo luminescence. 6 h. inhibition, % at 7.5 µM. actives 1.3% (n = 300,000);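 active means mean replicate score, as percent of positive control median, at least 50; inconclusive means mean below 50 but one replicate at or above 50; inactive means mean and every replicate below 50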;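 further: strain carries kanamycin resistance gene driven by streptokinase promoter and grows in 40 µg/ml kanamycin; loss of luminescence reflects streptokinase promoter inhibition or plain growth inhibition; 0% = median of DMSO wells and 100% = positive control at its reference dose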
MrgX1 allo act – positive allosteric modulators of MrgX1, primary screen, HEK293 cells, Fluo-4 calcium flux; FDSS; active compounds read high; B-score at 10 µM; AID 588675, 2011; actives 0.63% (n = 310,000); Mas-related G-protein coupled receptor member X1 (Homo sapiens), Q96LB2;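 active means plate-corrected calcium response at least 3 library SD above typical, normal starting fluorescence, not activating the receptor alone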;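 further: compound read alongside a low EC10 to EC30 dose of BAM8-22 agonist; peak minus trough fluorescence over baseline measured at the second addition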
ANO1 block – TMEM16A chloride channel inhibitors, primary screen, cell-based, HTS; Anoctamin-1 (Mus musculus), Q8BHY3; HEK293 TMEM16A/YFP iodide influx fluorescence, ionomycin; normalized B-score (activity score, 25-100; higher = stronger inhibition) at 10 µM; actives 1.2% (n = 310,000);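 active means ratio plate-corrected score three or more library SD toward inhibition, starting fluorescence score within five deviations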;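 further: score derived from kinetic fluorescence span divided by baseline fluorescence per well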
Target sequence (Q8BHY3 whole entry, looked up): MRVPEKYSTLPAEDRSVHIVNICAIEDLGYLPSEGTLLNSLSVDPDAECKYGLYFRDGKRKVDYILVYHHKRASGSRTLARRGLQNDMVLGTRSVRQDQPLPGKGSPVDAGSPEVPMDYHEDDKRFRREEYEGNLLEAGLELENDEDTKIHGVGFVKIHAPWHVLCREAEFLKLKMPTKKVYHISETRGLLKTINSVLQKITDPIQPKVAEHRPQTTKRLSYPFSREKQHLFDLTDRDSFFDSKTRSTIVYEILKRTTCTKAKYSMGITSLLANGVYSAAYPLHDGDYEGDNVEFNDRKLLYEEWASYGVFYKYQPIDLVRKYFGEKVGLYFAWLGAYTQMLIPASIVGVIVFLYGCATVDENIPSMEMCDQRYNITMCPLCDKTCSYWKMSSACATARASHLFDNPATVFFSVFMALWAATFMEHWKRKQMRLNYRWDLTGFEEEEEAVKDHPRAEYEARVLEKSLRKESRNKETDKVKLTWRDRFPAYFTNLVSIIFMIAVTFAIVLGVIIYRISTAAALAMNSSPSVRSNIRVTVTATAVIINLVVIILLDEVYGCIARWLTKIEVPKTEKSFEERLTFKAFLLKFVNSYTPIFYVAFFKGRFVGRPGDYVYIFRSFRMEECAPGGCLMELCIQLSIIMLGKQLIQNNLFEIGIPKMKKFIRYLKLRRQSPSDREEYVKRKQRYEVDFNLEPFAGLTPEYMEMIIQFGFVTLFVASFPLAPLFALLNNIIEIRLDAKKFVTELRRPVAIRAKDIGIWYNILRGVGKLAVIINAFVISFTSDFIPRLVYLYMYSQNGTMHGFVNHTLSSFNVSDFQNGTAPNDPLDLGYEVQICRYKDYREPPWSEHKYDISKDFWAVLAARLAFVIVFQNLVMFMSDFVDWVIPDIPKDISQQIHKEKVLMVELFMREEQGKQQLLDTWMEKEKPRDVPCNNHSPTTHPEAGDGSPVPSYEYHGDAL
TMEM16A act – TMEM16A chloride channel activators or potentiators, primary screen, cell-based, HTS. Anoctamin-1 (Mus musculus), Q8BHY3. actives 0.3% (n = 340,000). B-score at 10 µM. HEK293 TMEM16A/YFP-H148Q/I152L, iodide quench fluorescence; active compounds read low;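 active means fluorescence-ratio B-score plate-corrected deviation score at least 3 library SD below zero, with starting fluorescence score within 5 deviations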;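 further: channel opened by trigger with iodide after compound preincubation; score built on the fluorescence ratio of max minus min over baseline; more negative score means more quench and so TMEM16A activation or potentiation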
TRPC6 inh – mouse TRPC6 channel inhibitors, primary screen, cell-based, HEK293, membrane potential dye; B-score at 10 µM; Short transient receptor potential channel 6 (Mus musculus), Q61143; ACh-evoked depolarization; active compounds read low; actives 1.1% (n = 310,000);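 active means B-score under library mean minus 3 SD, initial fluorescence not abnormally high, positive integrated signal ratio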;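 further: B-score derived from integrated fluorescence ratio over the kinetic read; more negative B-score means stronger inhibition of depolarization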
TRPC4 PAM – positive allosteric modulators of TRPC4, primary screen, cell-based, mouse TRPC4beta, HEK293 mu-opioid, Fluo-4 calcium; DAMGO EC20, Fluo-4 Ca2+ flux; active compounds read high; B-score at 10 µM; actives 0.42% (n = 310,000); Short transient receptor potential channel 4 (Mus musculus), Q9QUQ5;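 active means B-score of calcium response area above 5 SD of library B-scores, with initial fluorescence ratio within 5 SD of library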;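 further: B-score of integrated fluorescence ratio over time as area under calcium response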
MrgX1 antag – antagonists of human MrgX1 receptor, primary screen, HEK293 cells, Fluo-4 calcium flux; Mas-related G-protein coupled receptor member X1 (Homo sapiens), Q96LB2; BAM8-22 antagonism; active compounds read low; B-score at 10 µM; actives 1.3% (n = 310,000); AID 588676, 2011;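 active means calcium-response B-score plate-corrected more than 3 library SD below zero, starting fluorescence within 5 deviations, no agonist response on first addition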;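 further: peak minus trough fluorescence over baseline after final BAM8-22 challenge near maximal dose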
TRPC4 act – activators of mouse TRPC4 channel, primary screen, Fluo4 calcium, HEK293 TRPC4beta/mu-opioid cells. Fluo4 calcium fluorescence; active compounds read high. B-score at 10 µM. actives 0.49% (n = 310,000). AID 2237, 2010;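 active means B-score above 5 SD of library B-scores, and initial fluorescence ratio not above library mean plus 5 SD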;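 further: positive B-score marks a calcium rise read as TRPC4 activation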
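Assay system: HEK293 stable line with TRPC4beta plus mu-opioid receptor. Times: dye 45 min RT, read 110 s. Measured by: kinetic Fluo4 calcium fluorescence. Measure: B score of integrated ratio. Controls: assay buffer as low control, maximal DAMGO as high control.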
* hit, by the source's call; i = inactive; u = inconclusive; x = no result given.

Under each structure – TRPC4 inh | TRPC6 activator | MrgX1 agonist | SKKanGAS inh | MrgX1 allo act | ANO1 block | TMEM16A act | TRPC6 inh | TRPC4 PAM | MrgX1 antag | TRPC4 act
Cc1csc(=O)n1CC(=O)OCC(=O)Nc1ccc(F)c(F)c1
  i | i | i | -2 | i | i | i | i | i | i | i
CN(C)c1ccc(C(=O)OCC(=O)N2CCOCC2)cc1
  i | i | i | -2 | i | i | i | i | i | i | i
Cc1cc2cc(C)c(NCCNC(=O)c3ccccc3F)nc2cc1C
  i | i | i | -6 | i | i | i | -5.9* | i | i | i
COc1cccc(CSc2nc3nc(C)cc(C)n3n2)c1
  i | i | i | 3 | i | i | i | i | i | i | i
CC1CCc2c(C(=O)NCc3cccnc3)csc2C1 (configuration not stated)
  i | i | i | 0 | i | i | i | i | i | i | i
COC(=O)Cc1ccc(NC(=S)N2CCN(c3ccc(F)cc3)CC2)cc1
  i | i | i | 6 | i | i | i | i | i | i | i
CCCn1c(=N)n(CC(=O)c2ccc([N+](=O)[O-])cc2)c2ccccc21
  i | i | i | 1 | i | i | i | i | i | i | i
CC(C)c1ccc(NC2CCCN(C(=O)c3n[nH]c4c3CCC4)C2)cc1 (configuration not stated)
  i | i | i | -1 | i | 25* | i | i | i | i | i
O=c1c2ccccc2nnn1CSc1nnnn1-c1ccc(O)cc1
  i | i | i | -7 | i | i | i | i | i | i | i
O=C(CSc1nc2ncccc2[nH]1)c1ccc(F)cc1
  i | i | i | -5 | i | i | i | i | i | i | i
Cc1cc(SCC(=O)c2ccc(O)c(O)c2)n2nc(C)c(-c3ccccc3)c2n1
  i | i | i | u | i | i | i | i | i | i | i
COc1ccc(N2CCN(CCNC(=O)Nc3cc(Cl)ccc3OC)CC2)cc1
  i | i | i | -4 | i | i | i | i | i | i | i
O=C(Nc1ccc(F)cc1)c1cncs1
  i | i | i | -4 | i | i | i | i | i | i | i
COc1ccc2nc(NC(=O)CSc3cn[nH]n3)sc2c1
  i | i | i | -11 | i | i | i | i | i | i | i
Cn1c(=O)c2c(ncn2CC(=O)Nc2ccccc2)n(C)c1=O
  i | i | i | -1 | i | i | i | i | i | i | i
O=C(/C=C/c1ccc(Br)o1)Nc1nnc(C2CC2)s1
  i | i | i | -9 | i | i | x | i | i | i | i
C/C(=N/NC(=O)Cc1cccs1)c1ccco1
  i | i | i | 10 | i | i | i | i | i | i | i
COc1ccc(C(=O)NC(=S)Nc2ccc(N3CCOCC3)c(Cl)c2)cc1[N+](=O)[O-]
  i | i | i | 68* | i | i | i | i | i | i | i
Cc1ccc(-c2nnc(SCC(=O)N/N=C/c3ccc(C(=O)O)cc3)n2C2CCCCC2)cc1
  i | i | i | 2 | i | i | i | i | i | i | i
COc1ccc(C(C)=O)cc1CSc1nnc(C)n1-c1ccccc1
  i | i | i | 13 | i | i | i | i | i | i | i
COc1cc(C(=O)NCCCNc2nc3c(C)cc(C)cc3cc2C#N)cc(OC)c1OC
  i | i | i | -2 | i | i | i | i | i | i | i
CC(C)CC1=NN(C(=O)c2ccncc2)C(O)(C(F)(F)F)C1 (configuration not stated)
  i | i | i | -12 | i | i | i | i | i | i | i
O=C(Cn1cnc2c(cnn2-c2ccccc2)c1=O)NCc1ccccc1
  i | i | i | 3 | i | i | i | i | i | i | i
Cc1cc2ccccc2n1CCNC(=O)c1ccc(S(=O)(=O)N2CCCCC2)cc1
  i | i | i | 8 | i | i | i | i | i | i | i
Cc1ccc(-n2c(=S)[nH]c3sc4c(c3c2=O)CCC4)cc1
  i | i | i | 6 | i | i | i | i | i | i | i
CCO[C@H]1OC(C(=O)NCc2ccccc2)=C[C@@H](c2ccc(C(F)(F)F)cc2)[C@@H]1CCCO
  i | i | i | 1 | i | i | i | i | i | i | i
O=C(NC(CC(=O)N1CCN(c2ccc([N+](=O)[O-])cc2)CC1)c1ccccc1)c1ccccc1Cl (configuration not stated)
  i | i | i | 6 | i | i | i | i | i | i | i
Cc1cc(C)c(S(=O)(=O)/N=C2\C=C(NS(=O)(=O)c3ccccc3)C(=O)c3ccccc32)c(C)c1
  i | i | i | 28 | i | i | i | i | i | i | i
CSc1sc(C(=O)NN)c2c1C1(CCC2)SCCS1
  i | i | i | 17 | i | i | i | i | i | i | i
S=c1[nH]nc(-c2ccncc2)n1/N=C/c1cccc2ccccc12
  i | i | i | 9 | i | i | x | i | i | i | i
Cc1sc2ncn(CC(=O)NCCCC(=O)N3CCC(C(N)=O)CC3)c(=O)c2c1C
  i | i | i | -2 | i | i | i | i | i | i | i
COc1ccc(/C(N)=N/O)c(OC)c1
  i | i | i | 17 | i | i | i | i | i | i | i
CCCN1CNC(=S)N(c2ccccc2C)C1
  i | i | i | -17 | i | i | i | i | i | i | i
COc1cccc(-n2c(CN3CCN(Cc4ccccc4)CC3)nc3ccc([N+](=O)[O-])cc3c2=O)c1
  i | i | i | -5 | i | i | x | i | i | i | i
Cc1c(C(=O)COC(C)(C)C)[nH]c2ccccc12
  i | i | i | 0 | i | i | i | i | i | i | i
COc1ccc(NC(=O)Cc2csc(NC(=O)Nc3ccccc3OC)n2)c(OC)c1
  i | i | i | -2 | i | i | i | i | i | i | i
COc1ccc(NC(=S)c2ccc3ccccc3n2)cc1
  i | i | i | 14 | i | i | i | i | i | i | i
Cc1ccc(NC(=O)CSC2=NN3CCCC(=O)N=C3S2)c(C)c1
  i | i | i | 4 | i | i | i | i | i | i | i
O=C(CCc1ccccc1)Nc1cccc([N+](=O)[O-])c1
  i | i | i | 3 | i | i | i | i | i | i | i
CCOC(=O)c1cc(CC)sc1NC(=O)c1cccc(N2C(=O)CCC2=O)c1
  i | i | i | 4 | i | i | i | i | i | i | i
Nc1ccccc1SC1CC(=O)N(Cc2ccccc2)C1=O (configuration not stated)
  i | i | i | 3 | i | i | i | i | i | i | i
CCOc1ccccc1N=Nc1c(C)[nH]n(C(N)=S)c1=O
  i | i | i | 4 | i | i | i | i | i | i | i
Cn1c(=O)oc2cc(S(=O)(=O)NCCC(=O)NCc3ccccc3Cl)ccc21
  i | i | i | 2 | i | i | i | i | i | i | i
COc1ccc(-c2n[nH]c(=S)nc2-c2ccc(OC)cc2)cc1
  i | i | i | 5 | i | i | i | i | i | i | i
COc1ccc(N2CCN(C(=O)COC(=O)c3ccco3)CC2)cc1
  i | i | i | -17 | i | i | i | i | i | i | i
CCOc1ccc(CCNC(=O)COC(=O)c2cccc(N(C)C)c2)cc1OCC
  i | i | i | 5 | i | i | i | i | i | i | i
O=C(Nc1ccc(Cl)cc1C(F)(F)F)C(Sc1cccc[n+]1[O-])c1ccccc1 (configuration not stated)
  i | i | i | 13 | i | i | i | i | i | i | i
COc1ccccc1N(CC(=O)N/N=C(\C)c1cccc(Br)c1)S(C)(=O)=O
  i | i | i | -2 | i | i | i | i | i | i | i
S=c1[nH]c2ccc(Cc3ccc4[nH]c(=S)[nH]c4c3)cc2[nH]1
  i | i | i | 3 | i | i | i | i | i | i | i
O=C(NC1CCCCC1)c1ccccc1C(F)(F)F
  i | i | i | 7 | 8.6* | i | i | i | i | i | i
Cc1cnc(SCc2ccc(Cl)cc2Cl)[nH]c1=O
  i | i | i | 1 | i | i | i | i | i | i | i
CNCC[C@@H](Oc1ccccc1C)c1ccccc1
  i | i | i | 0 | i | i | i | i | i | i | i
CCOC(=O)c1sc(NC(=O)c2cc(-c3ccccc3)nc3ccccc23)c(C#N)c1C
  i | i | i | 32 | i | 100* | i | i | i | i | i
CCC(C)CCN1C(N(C)C)=NC[C@@H]1CC(C)C (some centres not stated)
  x | x | i | x | i | i | i | x | x | i | x
COC(=O)c1ccc(NC(=S)NC(=O)c2cc(-c3ccccc3)nc3ccccc23)cc1
  i | i | i | 8 | i | i | i | i | i | i | i
COC(=O)c1cccc([N+](=O)[O-])c1CN1CCCC(C(N)=O)C1 (configuration not stated)
  i | i | i | 0 | i | i | i | i | i | i | i
CC(=O)c1ccc(N2CCN(C(=O)CCCn3c(=O)[nH]c4ccc(Br)cc4c3=O)CC2)cc1
  i | i | i | 36 | i | i | i | i | i | i | i
Cc1cccc(/C=C2/SC(=O)N(Cc3ccccc3)C2=O)n1
  i | i | i | -10 | i | i | i | i | i | i | i
CC(C)(C)C1=C(C#N)C(c2ccncc2)C(C#N)=C(N)O1 (configuration not stated)
  i | i | i | -15 | i | i | i | i | i | i | i
O=C(O)c1ccc2c(=O)n3c(nc2c1)/C(=C/c1ccc(C(F)(F)F)cc1)CC3
  i | i | i | 19 | i | i | x | i | i | i | i
O=C(c1cc2ccccc2oc1=O)N(Cc1ccccc1)CC1CCCO1 (configuration not stated)
  i | i | i | 4 | i | i | i | i | i | i | i
CC[C@@]12C(=O)N(c3ccccc3)C(=O)N1[C@H](c1ccc(Br)cc1)[C@@H]1C(=O)N(C(C)(C)C)C(=O)[C@@H]12
  i | i | i | 0 | i | i | i | i | i | i | i

Screening results deposited in PubChem BioAssay by several laboratories.
